Bioassay records (PubChem BioAssay)
MITF TRPM1 inh = reduces MITF-dependent TRPM1 promoter luciferase signal; SK-MEL-5 TRPM1 promoter luciferase, 24 h; inhibition, % at 12.5 µM; 330,000 tested, 0.83% active;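 active = mean inhibition across replicates of 60% or more, whatever share of single replicates reaches that level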; also: values of inactives mirror those of a sister screen read the other way
NR2E3 ag-1 = activates human photoreceptor nuclear receptor NR2E3; Q9Y5X4; GST-NR2E3/biotin-RetCOR TR-FRET, 1536-well; inhibition of corepressor binding, % at 4.78 µM; 320,000 tested, 0.12% active; AID 2300;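 active = percent inhibition above the cutoff of mean plus 3 SD of all tested compounds, set per screening campaign, cut at about 20% in these data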;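 also: 0% = DMSO wells and 100% = biotin wells as full block of FRET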
Target sequence (Q9Y5X4 whole entry, looked up): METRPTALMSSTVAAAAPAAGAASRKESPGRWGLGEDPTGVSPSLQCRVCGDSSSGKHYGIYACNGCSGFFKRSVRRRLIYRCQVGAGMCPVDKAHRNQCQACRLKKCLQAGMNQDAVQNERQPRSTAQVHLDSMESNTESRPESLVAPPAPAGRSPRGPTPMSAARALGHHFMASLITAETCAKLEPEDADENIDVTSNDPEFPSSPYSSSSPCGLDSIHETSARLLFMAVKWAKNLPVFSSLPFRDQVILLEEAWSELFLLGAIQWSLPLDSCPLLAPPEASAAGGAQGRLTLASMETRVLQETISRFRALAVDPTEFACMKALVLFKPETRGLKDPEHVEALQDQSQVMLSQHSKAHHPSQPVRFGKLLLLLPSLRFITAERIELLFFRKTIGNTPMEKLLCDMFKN
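Assay system: NR2E3–RetCOR corepressor complex. Quantity: 1.35 nM GST-NR2E3. Buffer or medium: pH 7.5 Tris-based buffer. Reagent: biotinylated RetCOR corepressor at 7 nM final. Schedule: 5 h at 4 °C. Detection: TR-FRET, emission read at 617 and 671 nm. Replicates: one well per compound, singlicate testing.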
Shn3 inh set2 = reduces Shn3 3'UTR luciferase signal in osteoblasts; inhibition, % at 12.5 µM; 360,000 tested, 0.52% active; Clone20 osteoblast Shn3 3'UTR firefly luciferase, 24 h;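 active = mean inhibition of at least 75% with every replicate also reaching 75%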;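 also: 0% = median of neutral control wells and 100% = pilot-screen positive control compound; some compounds past the cut are filed as inactive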
Peg3 prom inh = Peg3 promoter activity inhibition; HeLa PEG-Prom luciferase reporter, luminescence, overnight; 360,000 tested, 1.7% active; AID 588405; inhibition, % at 20 µM;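 active = inhibition of at least 50% at 20 µM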
NR2E3 ag-2 = agonists of human NR2E3 nuclear receptor | Q9Y5X4 | inhibition of corepressor binding, % at 3.98 µM | AID 602229 | 360,000 tested, 0.35% active | CHO-S Gal4-NCOR/VP16-NR2E3 two-hybrid, luciferase;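 active = inhibition above the mean of all tested compounds plus 3 SD, cut at about 70% in these data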;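 also: 0% = DMSO with NR2E3 transfected cells and 100% = cells lacking NR2E3 construct; higher means lower luciferase signal from less NR2E3 corepressor binding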
iPSC survival up = increases survival of single human iPS cells; hiPSC single-cell survival, ATPlite luminescence; 100% = ROCK inhibitor wells, 0% = DMSO; survival enhancement, % at 20 µM; 360,000 tested, 0.044% active; AID 602274; in the data active = survival enhancement above about 18%;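 also: cells exposed to compounds for 16 hours before the ATP read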
H9c2 protect = myocardial damage modulation in H9c2 cells | H9c2 cardiomyocytes, H2O2 injury protection, ATPLite, 2 h | protection from H2O2 cell death, % at 20 µM | 360,000 tested, 0.63% active | AID 588492;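 active = compounds giving at least 50% protection of heart cells from peroxide-induced death in the single-dose screen, raw or plate-pattern-corrected value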;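 also: 0% = DMSO wells with peroxide and 100% = DMSO wells without peroxide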
m5-HT2A agonist = activates the mouse 5-HT2A serotonin receptor. CHO-K1 mHTR2A beta-arrestin complementation, luminescence; percent of 30 µM serotonin response. activation, % at 7.6 µM. AID 624169. 360,000 tested, 0.66% active;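 active = activation above a run cutoff, the mean activation of all tested compounds plus 3 SD, cut at about 14% in these data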;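 also: 0% = plate median of compound wells and 100% = 30 µM serotonin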
Target sequence (P35363 whole entry, looked up): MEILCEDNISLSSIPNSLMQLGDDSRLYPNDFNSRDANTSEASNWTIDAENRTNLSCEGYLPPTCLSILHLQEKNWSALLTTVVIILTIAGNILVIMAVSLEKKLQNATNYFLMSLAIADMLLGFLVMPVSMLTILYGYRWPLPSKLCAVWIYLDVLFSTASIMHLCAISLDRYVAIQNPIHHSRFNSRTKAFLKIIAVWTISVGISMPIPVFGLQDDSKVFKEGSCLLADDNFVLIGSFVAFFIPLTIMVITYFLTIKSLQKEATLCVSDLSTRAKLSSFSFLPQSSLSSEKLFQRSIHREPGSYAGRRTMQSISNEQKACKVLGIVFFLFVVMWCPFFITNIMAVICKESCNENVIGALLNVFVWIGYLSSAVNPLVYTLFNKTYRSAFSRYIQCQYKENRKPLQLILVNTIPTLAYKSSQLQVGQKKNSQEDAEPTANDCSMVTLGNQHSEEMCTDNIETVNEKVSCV
CaV13 FRET inh = Primary screen for inhibitors of IQ motif and Ca2+-dependent inactivation inhibitor domain binding in CACNA1D, Förster resonance energy transfer in living cells, …; HEK cells, CFP/YFP FRET ICDI-IQ, plate reader, 10 min; percent FRET-ratio fall versus neutral wells; inhibition, % at 12.3 µM; 340,000 tested, 0.098% active; AID 743397;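 active = mean replicate inhibition of at least 30% and at least 1% of replicates passing that level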;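 also: 0% = median of the neutral control wells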
HIF-2a inh = HIF-2a inhibition | 786-0 RCC cells HIF-2a reporter, luciferase luminescence, overnight | inhibition, % at 18.8 µM | 360,000 tested, 0.72% active | AID 624352;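 active = inhibition of the luminescence signal of 40% or more relative to plate controls, in a single-dose primary screen at 18.75 µM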
PDI inh = blocks human protein disulfide isomerase activity; PDI insulin aggregation turbidity, A650, 90 min; 350,000 tested, 0.052% active; inhibition, % at 10 µM; P07237;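 active = mean inhibition across replicates of 30% or more, whatever share of single replicates reach that level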;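 also: absorbance from insulin aggregation driven by PDI reduction with DTT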
The depositor's hits bear a star; nt = no result given.

Below each SMILES: Shn3 inh set2 | NR2E3 ag-2 | HIF-2a inh | m5-HT2A agonist | MITF TRPM1 inh | Peg3 prom inh | PDI inh | H9c2 protect | NR2E3 ag-1 | CaV13 FRET inh | iPSC survival up
- COC(=O)c1ccc(NC(=O)C2CCCN(S(C)(=O)=O)C2)cc1 (configuration not stated)
  -2 | 15 | 10 | 4 | 2 | 8 | -17 | 3 | 4 | 0 | 0.3
- CC(=O)Nc1cccc2c1C(=O)NC2=O
  -2 | -5 | 9 | -3 | 0 | 8 | -3 | 9 | 0 | -4 | 4.5
- CCOC(=O)N1CCC(N2CC34C=CC(O3)C(C(=O)O)C4C2=O)CC1 (configuration not stated)
  -1 | -23 | -1 | -3 | -3 | -3 | nt | 10 | -1 | -2 | -0.3
- CC(=O)Nc1ccc2ccccc2c1[N+](=O)[O-]
  -17 | -6 | -36 | 0 | 11 | -46 | 1 | -2 | nt | -7 | 0.0
- CCOC(=O)C(NC(=O)NCc1ccccc1OC)(OCC)C(F)(F)F (configuration not stated)
  4 | -3 | 11 | 4 | 2 | 6 | -3 | 4 | -1 | -3 | 0.5
- Cc1ccccc1OCC(=O)NNC(=O)c1cc(S(=O)(=O)N2CCOCC2)ccc1N1CCCC1
  0 | 6 | 7 | 1 | -6 | 4 | 3 | 0 | 3 | -4 | -0.5
- CC(=O)Nc1cccc(C(=O)OCC(=O)c2ccccc2Cl)c1
  -73 | -75 | -239 | -3 | -65 | -252 | 2 | -18 | -1 | -7 | -0.3
- O=c1[nH]c2cc3c(cc2cc1CN(CC1CCCO1)S(=O)(=O)c1ccc(Cl)cc1)OCCO3 (configuration not stated)
  -24 | -36 | -55 | 2 | 0 | -6 | 6 | -3 | 0 | -8 | -1.1
- O=C(Nc1ccc(Cl)c(C(F)(F)F)c1)C1Cc2c(-c3ccccc3Oc3ccccc3)ccnc2O1 (configuration not stated)
  18 | -19 | 17 | -3 | nt | 27 | -5 | -19 | nt | -10 | 3.4
- CC(C)(C)c1ccc(-c2noc(CCC(=O)N3CCOCC3)n2)cc1
  5 | -21 | -40 | 8 | 6 | -156 | -2 | -18 | -6 | 0 | -0.8
- Cn1c(=O)c2c(ncn2CC(COCc2ccc(Cl)cc2)OCc2ccc(Cl)cc2)n(C)c1=O (configuration not stated)
  68 | 9 | 28 | -7 | 12 | 25 | 0 | 8 | 3 | nt | 4.8
- Cc1ccccc1Nc1c(-c2cccnc2)nc2cccc(C)n12
  -1 | -8 | 19 | 2 | -6 | 15 | -1 | 6 | 0 | -4 | -0.4
- COc1ccc(S(=O)(=O)N(CC(=O)N/N=C/c2ccc(C(=O)O)cc2)Cc2ccccc2)cc1OC
  -13 | 7 | 4 | -2 | 13 | 5 | 10 | -1 | 0 | -4 | 0.1
- O=C(NC1c2ccccc2Oc2ccccc21)c1ccc([N+](=O)[O-])cc1
  -12 | -34 | 9 | 5 | -4 | 10 | -4 | -10 | nt | -3 | 0.4
- Cc1cccc(-c2ocnc2C(=O)Nc2ncc(C)s2)c1
  -4 | -8 | -13 | -1 | nt | -6 | 3 | 20 | nt | -6 | -0.4
- Cc1ccccc1N/C(SCc1ccc(Cl)cc1)=C(/C#N)C(=O)NCc1ccco1
  7 | -13 | 15 | 1 | -6 | 17 | 0 | -4 | 0 | -5 | -0.5
- Cc1ccc(C)c(Nc2nc(N)c3ccccc3n2)c1
  5 | -125 | -231 | -11 | -50 | -231 | 12 | -18 | 4 | 9 | -3.0
- CCC(C)NC(=O)CCC(=O)Nc1ccc2nc(N3CC(C)CC(C)C3)cc(C)c2c1 (configuration not stated)
  -4 | 8 | -19 | 0 | -4 | -16 | 4 | 2 | 0 | -6 | -0.3
- CCCC[C@@H]1C=C(C(=O)O)[C@H](c2ccc(Cl)cc2)N1S(=O)(=O)c1ccc(C)cc1
  17 | -19 | 7 | -2 | 3 | 12 | 10 | -4 | nt | -5 | 8.5
- O=C(CCCC(=O)N(CC(=O)NC1CCCC1)Cc1ccccc1Cl)Nc1ccccn1
  -12 | -3 | 14 | -3 | 1 | -2 | -3 | -1 | 3 | nt | 1.0
- CC(C)C[C@@H](CN1CCC[C@@H]1CN1C(=O)C(=O)NC[C@@H]1Cc1ccccc1)N1C[C@H](Cc2ccc(O)cc2)N(CC2CCCCCC2)C(=O)C1=O
  -3 | 6 | -2 | -1 | 21 | 19 | 22 | 6 | nt | -8 | 1.2
- CC(C)C1Cc2c(sc3c2c(=O)n(-c2ccccc2)c2n[nH]c(=S)n32)CO1 (configuration not stated)
  -14 | -23 | 27 | -1 | 0 | 13 | -5 | -4 | -1 | -5 | 0.1
- O=C(O)CCCc1ccc2c(c1)CCc1ccccc1-2
  15 | -13 | 68* | 10 | 88* | 4 | -2 | -3 | 4 | -4 | -1.9
- O=C1NC(=O)/C(=C/C(=O)N2CCOCC2)S1
  8 | -11 | 3 | -2 | 4 | 0 | 2 | 5 | -1 | -4 | 1.3
- COc1cc2c(cc1OC)CN(CC(=O)Nc1ccc(S(=O)(=O)N(C)C)cc1)CC2
  11 | -10 | 20 | 1 | -11 | 6 | 0 | 0 | -4 | 2 | -0.1
- COc1ccc(C(=O)NC(=S)N2CCNC(=O)C2CC(=O)OC(C)C)cc1 (configuration not stated)
  8 | -29 | 0 | 0 | 2 | -2 | -5 | -7 | 1 | -5 | -0.4
- Cc1ccc(S(=O)(=O)Nc2cccc(S(=O)(=O)Nc3ccccc3C(=O)O)c2)c(C)c1
  0 | -4 | -2 | 1 | -7 | 6 | 4 | 3 | nt | -3 | 2.8
- CCOC(=O)C1CCN(C(=O)c2cc3c(C)cc(C)cc3[nH]2)CC1
  10 | 6 | 1 | -10 | -7 | -3 | -8 | -2 | -2 | -4 | 0.5
- COc1ccc(/C(N)=C/C(=O)C(C)(C)C)cc1
  -36 | -39 | -185 | -2 | -56 | -106 | -1 | -1 | 4 | nt | -1.1
- CCOC(=O)CN1C(=O)C(O)(c2c(C)[nH]c3ccccc23)c2ccccc21 (configuration not stated)
  5 | -13 | -1 | 3 | 5 | 15 | 7 | 8 | 1 | -5 | 1.8

Ordered by length of the SMILES (rising): 5 of the compounds above
Below each SMILES: Shn3 inh set2 | NR2E3 ag-2 | HIF-2a inh | m5-HT2A agonist | MITF TRPM1 inh | Peg3 prom inh | PDI inh | H9c2 protect | NR2E3 ag-1 | CaV13 FRET inh | iPSC survival up
- COc1ccc(/C(N)=C/C(=O)C(C)(C)C)cc1
  -36 | -39 | -185 | -2 | -56 | -106 | -1 | -1 | 4 | nt | -1.1
- CCOC(=O)C(NC(=O)NCc1ccccc1OC)(OCC)C(F)(F)F (configuration not stated)
  4 | -3 | 11 | 4 | 2 | 6 | -3 | 4 | -1 | -3 | 0.5
- CC(C)(C)c1ccc(-c2noc(CCC(=O)N3CCOCC3)n2)cc1
  5 | -21 | -40 | 8 | 6 | -156 | -2 | -18 | -6 | 0 | -0.8
- O=C(CCCC(=O)N(CC(=O)NC1CCCC1)Cc1ccccc1Cl)Nc1ccccn1
  -12 | -3 | 14 | -3 | 1 | -2 | -3 | -1 | 3 | nt | 1.0
- CCC(C)NC(=O)CCC(=O)Nc1ccc2nc(N3CC(C)CC(C)C3)cc(C)c2c1 (configuration not stated)
  -4 | 8 | -19 | 0 | -4 | -16 | 4 | 2 | 0 | -6 | -0.3

4 entries from above, ordered by their value in m5-HT2A agonist, smallest number first.
Structure | Shn3 inh set2 | NR2E3 ag-2 | HIF-2a inh | m5-HT2A agonist | MITF TRPM1 inh | Peg3 prom inh | PDI inh | NR2E3 ag-1 | CaV13 FRET inh
Cn1c(=O)c2c(ncn2CC(COCc2ccc(Cl)cc2)OCc2ccc(Cl)cc2)n(C)c1=O (configuration not stated) | 68 | 9 | 28 | -7 | 12 | 25 | 0 | 3 | nt
CCOC(=O)N1CCC(N2CC34C=CC(O3)C(C(=O)O)C4C2=O)CC1 (configuration not stated) | -1 | -23 | -1 | -3 | -3 | -3 | nt | -1 | -2
CCOC(=O)CN1C(=O)C(O)(c2c(C)[nH]c3ccccc23)c2ccccc21 (configuration not stated) | 5 | -13 | -1 | 3 | 5 | 15 | 7 | 1 | -5
O=C(O)CCCc1ccc2c(c1)CCc1ccccc1-2 | 15 | -13 | 68* | 10 | 88* | 4 | -2 | 4 | -4

Later entries:
Below each SMILES: Shn3 inh set2 | NR2E3 ag-2 | HIF-2a inh | m5-HT2A agonist | MITF TRPM1 inh | Peg3 prom inh | PDI inh | H9c2 protect | NR2E3 ag-1 | CaV13 FRET inh | iPSC survival up
- O=C(Nc1cccc2ccccc12)N(c1ccccc1)c1ccccc1
  -5 | -23 | 14 | 3 | -10 | 4 | -1 | 11 | nt | -8 | -2.3
- CCCc1nc2cc3c(cc2[nH]1)n(C)c(=O)n3C
  2 | -30 | 6 | 4 | -2 | -2 | 4 | 5 | -1 | -20 | 0.4
- COc1ccccc1/C=N/NC(=O)c1ccc(-c2ccccc2)cc1
  7 | -37 | -14 | -6 | 25 | 19 | -1 | 21 | 4 | -7 | -1.7
- O=C(CNC(=S)N(CCCN1CCOCC1)Cc1cccs1)NCCCN1CCOCC1
  -31 | -10 | 17 | 5 | -8 | 8 | -2 | 4 | -1 | -5 | -1.0
- OCC(CO)(CO)NCC(O)CN1c2ccccc2Sc2ccccc21 (configuration not stated)
  8 | -16 | 14 | 1 | 3 | 13 | -2 | 7 | -4 | nt | -0.2
- CC(=O)[C@H]1[C@H](CCc2ccccc2)NC(=O)N(Cc2ccccc2)[C@@H]1C
  9 | -19 | 10 | -4 | -1 | 7 | 1 | 2 | 3 | -10 | -2.1
- CC1(C)CC(=O)c2cc(C(=O)O)c(=O)n(-c3ccccc3)c2C1
  9 | -3 | -4 | -2 | -10 | 14 | 4 | 6 | 1 | -5 | 2.5
- Cc1ccc(C(=O)N/N=C\C=C\c2ccccc2[N+](=O)[O-])cn1
  3 | -5 | 6 | -5 | -2 | 4 | -4 | 6 | 2 | 3 | 3.8
- CC1c2ccsc2CCN1C(=O)NC(=O)c1ccc(Cl)cc1 (configuration not stated)
  13 | 7 | 15 | 3 | -7 | 23 | 1 | 2 | 3 | -5 | 4.6
- CC(NC(=O)C(=O)NN=C1CCC(C(C)(C)C)CC1)c1ccccc1 (configuration not stated)
  -4 | 3 | 13 | -1 | 7 | -3 | 4 | 6 | -3 | -5 | -1.0
- Cc1cc(C)c2nc(N3CCCC(C(=O)NCCCN4CCOCC4)C3)sc2c1 (configuration not stated)
  -24 | -115 | -92 | -3 | -32 | -160 | -1 | 3 | -3 | -4 | -2.8
- CCC(=O)NC(c1cccs1)c1cc(Cl)c2cccnc2c1O (configuration not stated)
  73 | -34 | 21 | -10 | 52 | 56* | -4 | 36 | 0 | -57 | 0.5

MITF TRPM1 inh, hit marks shown above.
| smiles | Shn3 inh set2 | NR2E3 ag-2 | HIF-2a inh | m5-HT2A agonist | MITF TRPM1 inh | Peg3 prom inh | PDI inh | NR2E3 ag-1 | CaV13 FRET inh |
| --- | --- | --- | --- | --- | --- | --- | --- | --- | --- |
| O=C(O)CCCc1ccc2c(c1)CCc1ccccc1-2 | 15 | -13 | 68* | 10 | 88* | 4 | -2 | 4 | -4 |
